# Compound activity (PubChem BioAssay)
# AMA1-RON2 inh – AMA1-RON2 (P. falciparum) interaction inhibition | AlphaScreen AMA1-biotinylated RON2 peptide binding | Potency, µM (top dose mostly 58.2 µM), inactives show at the highest dose activity change, negative = inhibition, actives largely listed as inhibitors | 0.2% of 360,000 active | AID 720542;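 note: potency is the fitted concentration of half-maximal effect; 0% = vehicle wells and -100% = peptide control; nearly all actives have a fitted effect of over 45% in size; some results filed as inactive show a strong effect at the top dose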
#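 AMA1 (3D7) with his tag at 25 nM final met compounds first, then biotinylated RON2 peptide at 25 nM; detection used donor plus acceptor beads, 10 µg/mL apiece, read by AlphaScreen after 30 min at room temperature.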
# AmpC no deterg – inhibitors of E. coli AmpC beta-lactamase without detergent; P00811; AmpC nitrocefin hydrolysis, absorbance 480 nm, 0.0001% Triton; Potency, µM (titrated, usually from 57.1 µM), for inactives: at the highest dose activity change, negative = inhibition, usual class: inhibitors; 0.52% of 330,000 active;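 note: potency is the fitted concentration of half-maximal effect; plate controls were no compound for no effect and no enzyme for full effect; nearly all actives have a fitted effect of over 20% in size; some results filed as inactive show a strong effect at the top dose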
# Target sequence (P00811 whole entry, looked up): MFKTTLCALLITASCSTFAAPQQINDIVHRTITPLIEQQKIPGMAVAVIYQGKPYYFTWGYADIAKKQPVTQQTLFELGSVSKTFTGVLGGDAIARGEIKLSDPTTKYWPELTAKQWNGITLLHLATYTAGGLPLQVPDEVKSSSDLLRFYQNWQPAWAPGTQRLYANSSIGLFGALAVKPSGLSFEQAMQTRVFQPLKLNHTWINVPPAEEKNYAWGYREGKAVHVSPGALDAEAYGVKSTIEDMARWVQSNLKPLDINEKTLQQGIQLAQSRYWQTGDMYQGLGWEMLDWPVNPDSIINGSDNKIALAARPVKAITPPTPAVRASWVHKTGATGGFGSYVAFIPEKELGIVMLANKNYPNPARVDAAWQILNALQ
#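 AmpC (5.3 nM in the dispensed reagent) in 20 mM phosphate pH 7.0 with 0.01% (detergent screen) or 0.0001% Triton X-100 was preincubated with compounds for 15 min at room temperature. Nitrocefin was then added from an 800 uM solution, and hydrolysis was followed at 480 nm.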
# LmPK inhibitor – blocks Leishmania mexicana pyruvate kinase activity; purified LmPK, Kinase-Glo ATP luminescence, 1 h; 0.37% of 290,000 active; Potency, µM (highest dose often 57.5 µM), for inactives: top-dose activity change, negative = inhibition, hits mostly inhibitors; Q27686; note: potency is the fitted concentration of half-maximal effect
# Target sequence (Q27686 whole entry, looked up): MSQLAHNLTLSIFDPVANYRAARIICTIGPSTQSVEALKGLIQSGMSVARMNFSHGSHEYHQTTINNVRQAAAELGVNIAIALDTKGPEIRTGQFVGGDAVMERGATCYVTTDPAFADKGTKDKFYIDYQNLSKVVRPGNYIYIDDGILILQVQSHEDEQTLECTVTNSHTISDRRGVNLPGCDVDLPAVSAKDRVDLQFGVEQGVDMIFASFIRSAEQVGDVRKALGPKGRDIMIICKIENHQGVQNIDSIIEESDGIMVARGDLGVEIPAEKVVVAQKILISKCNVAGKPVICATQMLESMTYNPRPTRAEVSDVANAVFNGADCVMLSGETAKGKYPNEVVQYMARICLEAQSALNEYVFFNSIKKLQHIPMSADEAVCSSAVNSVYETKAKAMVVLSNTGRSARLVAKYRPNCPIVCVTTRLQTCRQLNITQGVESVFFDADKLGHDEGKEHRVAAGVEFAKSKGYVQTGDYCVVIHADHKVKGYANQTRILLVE
#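 0.1 nM LmPK, 0.5 mM PEP, 0.1 mM ADP; 50 mM imidazole pH 7.2, 7 mM MgCl2, 50 mM KCl; 1 h RT. Kinase-Glo luminescence readout, normalized to no-enzyme (full inhibition) and uninhibited wells.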
# Sm TGR block – S. mansoni TGR enzyme inhibition; Q962Y6; purified TGR, DTNB reduction, TNB absorbance 405 nm; Potency, µM (titrated, usually from 114 µM), for the others: at the highest dose activity change, negative = inhibition, usual class: inhibitors; 3% of 360,000 active; AID 485364; note: potency is the fitted concentration of half-maximal effect; nearly all actives have a fitted effect of over 60% in size
#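 First, TGR (20 nM dispensed) and NADPH were mixed with compound. Second, a 15 min room-temperature incubation followed. Third, further NADPH and then DTNB were added to start the reaction. Finally, TNB absorbance was monitored kinetically.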
# AmpC detergent – AmpC beta-lactamase inhibition with detergent present; P00811; AmpC hydrolysis of nitrocefin, absorbance 480 nm, 0.01% Triton; Potency, µM (highest dose often 114 µM), for the others: at the top dose activity change, negative = inhibition, usual class: inhibitors; 0.041% of 370,000 active;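 note: potency is the fitted concentration of half-maximal effect; 0% = no-compound wells and -100% = no-enzyme wells; nearly all actives have a fitted effect of over 25% in size; some results filed as inactive show a strong effect at the top dose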
#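 AmpC (5.3 nM in the dispensed reagent) in 20 mM phosphate pH 7.0 with 0.01% (detergent screen) or 0.0001% Triton X-100 was preincubated with compounds for 15 min at room temperature. Nitrocefin was then added from an 800 uM solution, and hydrolysis was followed at 480 nm.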
# HCMV antiviral – inhibitors of human cytomegalovirus; HFF cells, HCMV-luciferase reporter, 72 h; hits give low values; activity change, negative = inhibition, % at 57.5 µM; 4.5% of 410,000 active; in the data active = activity change below about -60%; inconclusive = no clear call, values can overlap the other calls; inactive = above about -39%
#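 Screen run at 2 compound doses on HFFs infected with reporter HCMV, MOI 1 PFU/cell. Luciferase activity from cell lysates at 72 h post infection gave inhibition relative to buffer-only and Salinomycin wells.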
# Tb PYK inh – T. brucei pyruvate kinase inhibition; Q57TT1; TbPYK enzyme, Kinase-Glo Plus ATP luminescence, 45 min; Potency, µM (highest dose often 76.8 µM), inactives show at the top dose activity, negative = inhibition, usual class: inhibitors; 0.12% of 410,000 active; AID 624173; note: potency is the fitted concentration of half-maximal effect; nearly all actives have a fitted effect of over 50% in size
#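 Enzyme and substrate buffer are dispensed first and compound is pin-transferred. ADP at 130 uM final then starts the reaction, which runs 45 min at room temperature. Detection reagent is added for 10 min before luminescence is imaged.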
# An asterisk follows results filed as active; u = inconclusive; x = no result given; [ ] = remark or other dose. Unless noted, calls come from the whole dose curve; as a rule, active = well fitted curve in the direction sought with a large enough effect; inconclusive = small, poorly fitted or top-dose-only effect, or another doubt; inactive = no such curve, though single readings can be large; an effect the other way counts as inactive or inconclusive. Unless noted, % is set by controls: 0 for no effect and ±100 for the full control effect.
SMILES,AMA1-RON2 inh,AmpC no deterg,LmPK inhibitor,Sm TGR block,AmpC detergent,HCMV antiviral,Tb PYK inh
Cn1cnc2cc(OC(=O)c3ccccc3)ccc21,3%,-17%,-1%,13%,-3%,70,1%
O=C(COc1cccc2ccccc12)N1c2ccccc2CCc2ccccc21,-15%,-31%,-1%,-22%,-8%,8,-2%
Cc1ccc(CN2C(=O)c3ccccc3S(=O)(=O)c3ccc(C(=O)OCC4CCCO4)cc32)cc1 (stereo not given),x,x,x,7%,-4%,9,4%
Cn1c(N)c(C(=O)COC(=O)Cc2ccc(Cl)cc2Cl)c(=O)n(C)c1=O,-3%,39%,x,1%,u,-22,-1%
CCCCNC(=S)NNC(=O)c1ccoc1C,74%[activator],-9%,-4%,15%,u,21,2%
CC(=O)Nc1ccccc1C(=O)C(=O)Nc1ccc(C(=O)N2CCOCC2)cc1,3%,-8%,-7%,0%,-5%,30,1%
Cc1nc2ccccc2nc1-c1ccc([N+](=O)[O-])cc1,-4%,x,x,x,x,u,-1%
Cc1cc(O)c(-c2cc(O)c(C)cc2O)cc1O,u,-40%,0.71µM*,1.3µM*,u,33,u
O=C(O)C1CC(=O)N(CCc2ccc(F)cc2)C1 (stereo not given),-1%,-7%,-5%,3%,-4%,12,4%
CCc1nnc(NC(=O)C2=CCN(S(=O)(=O)c3ccccc3)CC2)s1,13%,-5%,-3%,-1%,4%,8,3%
O=C(COc1ccccc1F)NC1CC1,9%,-14%,-10%,-7%,-3%,9,0%
COC(=O)[C@H](C)NC(=O)COc1ccccc1,3%,0%,-8%,-12%,-7%,56,5%
C=CCSc1nnc(-c2ccc(Cl)cc2Cl)o1,20%,-10%,-16%,-18%,-2%,43,1%
C/C(=N/NC(=O)C(O)(c1ccccc1)c1ccccc1)c1ccc([N+](=O)[O-])o1,18%,-49%,1%,u,-6%,-39,-1%
COCc1c(C(=O)OCc2nc(N)nc(Nc3ccccc3C)n2)oc2ccccc12,-5%,0%,8%,-9%,u,-19,1%
O=C1NC(Cc2ccccc2)c2nc3ccccc3c(=O)n2-c2cc3ccccc3cc21 (stereo not given),0%,x,x,x,x,-20,5%
O=C(c1ccc2[nH]c3c(c2c1)CCCC3)N1CCN(c2ccc(F)cc2)CC1,u,-10%,-2%,-6%,u,12,-1%
CC(C(=O)NC1CCCC1)N(Cc1ccc2c(c1)OCO2)C(=O)c1snc(C(N)=O)c1N (stereo not given),0%,-14%,-4%,-12%,u,76,-5%
O=C(CNC(=O)c1cccs1)c1ccc(F)cc1,5%,-38%,-21%,-7%,-6%,-75*,2%
CC(=O)O/N=C1\C(=O)N(Cc2ccc(C)cc2)c2ccccc21,-11%,-31%,-2%,16µM*,u,-27,4%
COc1ccc(C(=O)CC(=O)C(=O)Nc2ccc(C)c(C)c2)cc1,10%,-50%,-8%,0%,-11%,110,-1%
C=CCN(CC=C)C(=S)Nc1ccc(OC)c(OC)c1,8%,-5%,2%,1%,-12%,45,6%
COc1cccc(Nc2nc3cc(C)ccc3cc2C)c1,23%,x,x,x,x,u,6%
COCCCNC(=O)C1CCN(c2nc3ccc(Cl)cc3[nH]2)CC1,x,x,x,1%,19%,u,-3%[15.4 µM]
[N-]=[N+]=NC(c1ccccc1)c1nc2ccccc2[nH]c1=O (stereo not given),-8%,-39%,-4%,-12%,0%,-2,-8%
C=CCC1(CC=C)CCCN1C(=O)c1ccc2oc(CCCC)nc2c1,13%,x,x,x,x,93,4%
CCSc1ncc(/C=N/Nc2ccccc2)n1C,-15%,1%,3%,4%,4%,42,u
COC(=O)C1=C(N)OC2=C(C(=O)CCC2)C1c1ccccc1OC (stereo not given),-6%,0%,-2%,u,4%,-1,-4%
COc1ccc(NC(=O)/C=C/c2ccc(S(=O)(=O)N3CCOCC3)cc2)cc1,4%,1%,x,1%,14%,-19,0%
Cc1c(C(=O)N(Cc2cccc(F)c2)C2CCS(=O)(=O)C2)oc2cc(Br)ccc12 (stereo not given),x,x,x,3%,3%,1,-4%
O=C(N/N=C1\CC2CC=CC12)c1ccc(O)cc1 (stereo not given),98%[activator],-31%,0%,4%,-12%,-28,1%
CC(=O)Nc1nonc1-c1nnc(SCc2ccccc2C)n1C,x,x,x,2%,0%,5,3%
Cc1ccc(C)c(C(=O)COC(=O)c2nn(C)c(=O)c3ccccc23)c1,-1%,130%[activator],x,3%,7%,0,4%
Cc1ccc(C)c2nc(SCC(=O)N3CCCc4ccccc43)c(C#N)cc12,11%,-25%,4%,-3%,1%,12,-8%
CCCCN(CCCC)C(=O)CN(C)S(=O)(=O)c1ccc2c(c1)n(C)c(=O)c(=O)n2C,7%,-6%,4%,0%,-2%,-10,5%
Cc1ccc(S(=O)(=O)/N=C(/Nc2nc(C)cs2)c2ccccc2)cc1,-11%,-35%,x,x,x,0,3%
Cc1ccccc1-c1nc(SCc2ccccn2)c2c(=O)n(C)c(=O)n(C)c2n1,-9%,-6%,-3%,u,-2%,-3,1%
COc1ccc(NC(=O)C2=Cc3ccccc3OC2)cc1,0%,-36%,-3%,0%,-2%,93,-3%
CC(C)(C)[C@H]1COC(=O)CC/C=C\C[C@H](CC(=O)N(CCO)Cc2ccccc2)C(=O)N1,3%,6%,x,x,x,-14,-1%
Nc1cnccc1Oc1cccc(C(F)(F)F)c1,-5%,x,x,x,x,16,2%
Cc1noc(C)c1NC(=O)N(C)C[C@H]1Oc2ccc(NC(=O)C3CC3)cc2C(=O)N([C@H](C)CO)C[C@@H]1C,57%[activator],1%,x,x,x,66,2%
COC(=O)CSc1nnc(CNc2ccc(Cl)cc2)n1-c1ccccc1,-11%,51%,3%,5%,-5%,29,-12%
Cc1ccc(NC(=O)COC(=O)c2ccc(S(=O)(=O)N3CCCC3)cc2)cc1,-2%,-7%,x,1%,u,-28,-1%
C[C@@H]1CN([C@@H](C)CO)C(=O)c2cc(Br)cnc2O[C@H]1CN(C)Cc1ccccc1C(=O)O,-3%,x,x,x,x,3,-9%
COCCn1ccc2c(OCC(=O)Nc3cc(OC)ccc3OC)cccc2c1=O,1%,32%,x,-5%,0%,-7,-2%
O=C(NCc1cccs1)c1noc2c1CCCC2,6%,-9%,-4%,-1%,-6%,5,6%
Cc1cc(C)n(C(C)CNS(=O)(=O)c2ccccc2)n1 (stereo not given),-17%,0%,0%,4%,-3%,-13,4%
O=C(CCc1nc2ccccc2c(=O)[nH]1)N1CCN(S(=O)(=O)c2cccc(F)c2)CC1,20%,36%,2%,-1%,0%,20,9%
CCc1ccc(NC(=O)CSc2nccn2-c2ccc(F)cc2)cc1,x,x,x,-4%,0%,-66*,3%
O=C(CCCn1c(=O)c2ccccc2n(Cc2ccc(F)cc2Cl)c1=O)NCCc1ccc(Cl)cc1,x,x,x,u,13%,-14,-3%
COc1ccccc1N1CCN(CCCNC(=O)c2cnn(-c3cccc(Cl)c3)c2C2CCN(C(=O)OC(C)(C)C)CC2)CC1,x,x,x,3%,19%,-37,1%
CCOc1ccc(N(CC(=O)NC2CCCCC2)S(=O)(=O)c2ccccc2)cc1,-6%,4%,5%,-11%,-1%,-23,1%
CC(C)=CCCC1(C)C=Cc2c(c(C)cc3c2[nH]c2cc(O)ccc23)O1 (stereo not given),-20%,-48%,4%,0%,5%,-104*,-11%
Cc1ccc(-c2noc(CCC(=O)Nc3cccc(C(=O)NC4CC4)c3)n2)cc1,-1%,x,x,x,x,12,-1%
CS(=O)(=O)N1CC(C(=O)NN)Oc2ccc(Cl)cc21 (stereo not given),101%[activator],-31%,3%,4%,u,14,-6%
CC(NCc1ccc(-c2ccccc2)cc1)C(O)c1ccccc1 (stereo not given),2%[11.6 µM],0%,-2%,-23%,-13%,-101*,1%
C[C@H](CO)N1C[C@H](C)[C@H](CN(C)C(=O)Oc2cccc3ccccc23)OCc2cnnn2CCCC1=O,18%,x,x,x,x,-14,2%
N=c1c(-c2nc3ccccc3[nH]2)cc(C(=O)c2ccco2)nn1-c1ccccc1,39%[activator],-27%,1%,0%,u,u,0%
COc1ccc(C)cc1NC(=O)Cn1cnnn1,7%,-12%,0%,-6%,u,11,0%
CCOC(=O)c1sc2ncn(C(C)C(=O)OCC)c(=O)c2c1C (stereo not given),1%,4%,-1%,-21%,-1%,-21,0%

# Continuation.
SMILES,AMA1-RON2 inh,AmpC no deterg,LmPK inhibitor,Sm TGR block,AmpC detergent,HCMV antiviral,Tb PYK inh
O=C(CSc1ncccn1)NCCC1=CCCCC1,-5%,0%,x,8%,-1%,-13,5%
COC(=O)C1=C(c2cc3ccccc3s2)C[C@@H]2CC[C@H]1N2C(=O)N1CCCCC1,-4%,x,x,x,x,-16,-3%
CCn1c(CC(=O)Nc2cccc(OC)c2)nnc1SCC(=O)Nc1nccs1,3%,-6%,1%,4%,u,9,1%
COC(=O)c1cc(NC(=O)CSc2nncn2C)cc(C(=O)OC)c1,-4%,-5%,-5%,4%,-1%,35,1%
COc1ccc(NC(=O)CN(C)CC(=O)Nc2ccc(Cl)c(S(=O)(=O)N(C)C)c2)cc1,25%,44%,11%,6%,0%,-30,-2%
CCCN1CCN(CC(=O)Nc2nncs2)CC1,17%,-12%,2%,5%,2%,-6,-1%
O=C(COc1ccccc1)Nc1ccc(N2CCN(C(=O)c3cccs3)CC2)cc1,-3%,-3%,2%,-23%,3%,5,-2%

# Gathered by group, the entries above containing an NH in an aromatic ring
SMILES,AMA1-RON2 inh,AmpC no deterg,LmPK inhibitor,Sm TGR block,AmpC detergent,HCMV antiviral,Tb PYK inh
O=C(c1ccc2[nH]c3c(c2c1)CCCC3)N1CCN(c2ccc(F)cc2)CC1,u,-10%,-2%,-6%,u,12,-1%
COCCCNC(=O)C1CCN(c2nc3ccc(Cl)cc3[nH]2)CC1,x,x,x,1%,19%,u,-3%[15.4 µM]
[N-]=[N+]=NC(c1ccccc1)c1nc2ccccc2[nH]c1=O (stereo not given),-8%,-39%,-4%,-12%,0%,-2,-8%
O=C(CCc1nc2ccccc2c(=O)[nH]1)N1CCN(S(=O)(=O)c2cccc(F)c2)CC1,20%,36%,2%,-1%,0%,20,9%
CC(C)=CCCC1(C)C=Cc2c(c(C)cc3c2[nH]c2cc(O)ccc23)O1 (stereo not given),-20%,-48%,4%,0%,5%,-104*,-11%
N=c1c(-c2nc3ccccc3[nH]2)cc(C(=O)c2ccco2)nn1-c1ccccc1,39%[activator],-27%,1%,0%,u,u,0%

# Hits appear at their usual frequency; 7.4% or so of the library scored in one or more.
